Screening data from PubChem.
aSyn yeast rescue: inhibitors of alpha-synuclein toxicity in yeast; S. cerevisiae alpha-synuclein toxicity rescue, BacTiter-Glo growth, 24 h; Potency, µM (doses to about 46.1 µM), for inactives: top-dose growth rescue (activation), most hits filed as activators; hit rate 0.02% among 94,000; AID 1347070; active means well fitted activation curve with a large enough effect; further: 0% is about no effect
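Growth restoration measured by BacTiter-Glo luminescence after 24 hr at 30 deg C; alpha-synuclein yeast, raffinose-pregrown to mid-log, were added at OD600=0.02 in galactose medium onto pinned compounds.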
The depositor's hits bear a star. Potency means the concentration at half of the fitted maximal effect. Some of the compounds tested; count on the stated rates, not on these rows.

1: COc1ccc2c(CNCCc3ccccc3OC)c(C(=O)O)n(Cc3ccc(F)cc3Cl)c2c1
  aSyn yeast rescue: -4%

2: Cc1nc2nc(NC(=O)c3cccc(Cl)c3)[nH]n2c(=O)c1Cc1ccccc1
  aSyn yeast rescue: -7%

3: COc1cc(C(=O)NC(c2ccccc2Cl)c2cc(Cl)c3cccnc3c2O)cc(OC)c1OC (configuration not stated)
  aSyn yeast rescue: 8%

4: CC[C@]12CCCN3CCc4c(n(c5ccccc45)[C@@](O)(C(=O)OC)C1)[C@@H]32
  aSyn yeast rescue: 4%

5: CC(C)(C)c1ccc(S(=O)(=O)c2cnc(SCC(=O)Nc3ccc(F)c(Cl)c3)[nH]c2=O)cc1
  aSyn yeast rescue: 0%

6: CCOC(=O)Nc1ccc2c(c1)N(C(=O)CCN1CCOCC1)c1ccccc1S2
  aSyn yeast rescue: -7%

7: Cc1ccc(CNC(=O)C2CCN(S(=O)(=O)c3c(C)noc3/C=C/c3ccccc3F)CC2)o1
  aSyn yeast rescue: 1%

8: CCOc1ccccc1NC(=O)CSc1nc2ccccc2c2nc(CCn3cncc3C)nn12
  aSyn yeast rescue: 7%

9: Cc1ccc(Cc2c(C)nc3c(-c4ccccc4)c(C)[nH]n3c2=O)cc1
  aSyn yeast rescue: -4%

10: Cc1cc(Cl)ccc1NC(=O)Cn1nc(C)c2c(C)n(-c3ccccc3)nc2c1=O
  aSyn yeast rescue: -12%

11: COc1ccc(Cn2c(CCC(=O)Nc3cccc(OC)c3)nc3cccnc32)cc1
  aSyn yeast rescue: 6%

12: Cc1cc(NC(=O)C2CCN(S(=O)(=O)c3ccc4[nH]c(=O)oc4c3)CC2)ccc1Br
  aSyn yeast rescue: -7%

13: CCC12CCCN3CCc4c(n(c5ccccc45)C(O)(C(=O)OC)C1)C32 (configuration not stated)
  aSyn yeast rescue: 5%

14: COc1cc(NC(=O)c2cc(C3CC3)on2)c(OC)cc1Cl
  aSyn yeast rescue: -2%

15: COc1ccc(NC(=O)C2CCCN(c3nnc(C)c4c(C)n(-c5ccccc5)nc34)C2)cc1Cl (configuration not stated)
  aSyn yeast rescue: -4%

6 compounds out of the list, ordered by SMILES length, lowest first:
14: COc1cc(NC(=O)c2cc(C3CC3)on2)c(OC)cc1Cl
  aSyn yeast rescue: -2%

9: Cc1ccc(Cc2c(C)nc3c(-c4ccccc4)c(C)[nH]n3c2=O)cc1
  aSyn yeast rescue: -4%

6: CCOC(=O)Nc1ccc2c(c1)N(C(=O)CCN1CCOCC1)c1ccccc1S2
  aSyn yeast rescue: -7%

8: CCOc1ccccc1NC(=O)CSc1nc2ccccc2c2nc(CCn3cncc3C)nn12
  aSyn yeast rescue: 7%

1: COc1ccc2c(CNCCc3ccccc3OC)c(C(=O)O)n(Cc3ccc(F)cc3Cl)c2c1
  aSyn yeast rescue: -4%

7: Cc1ccc(CNC(=O)C2CCN(S(=O)(=O)c3c(C)noc3/C=C/c3ccccc3F)CC2)o1
  aSyn yeast rescue: 1%
